TEAD-YAP inh: TEAD-YAP interaction inhibition, primary screen, TEAD-YAP interaction inhibitor project, luminescence, HEK-TIYL cells. inhibition, % at 9.12 µM. TEAD-Gal4/YAP UAS-luciferase luminescence. 640,000 compounds, 1.4% hits; in the data active means inhibition above about 32%;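 further: 0% = median of test compound wells and 100% = reference inhibitor wells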
MITF primary: MITF inhibitors, primary screen, biochemical, AlphaScreen, human. Microphthalmia-associated transcription factor (Homo sapiens), O75030. AlphaScreen MITF homodimerization, bead proximity signal. inhibition, % at 2.6 µM. 650,000 compounds, 0.91% hits; in the data active means inhibition above about 50%;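 further: 0% = vehicle wells with protein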
GPR151 activ: activators of human GPR151, primary screen, cell-based, PathHunter beta-arrestin, luminescence. 650,000 compounds, 1% hits. PathHunter beta-arrestin GPR151 cells. activation, % at 11.2 µM. AID 1508602, 2020; in the data active means activation above about 4.9%;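 further: 0% = median of compound wells and 100% = cells with positive control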
Target sequence (Q8TDV0 whole entry, looked up): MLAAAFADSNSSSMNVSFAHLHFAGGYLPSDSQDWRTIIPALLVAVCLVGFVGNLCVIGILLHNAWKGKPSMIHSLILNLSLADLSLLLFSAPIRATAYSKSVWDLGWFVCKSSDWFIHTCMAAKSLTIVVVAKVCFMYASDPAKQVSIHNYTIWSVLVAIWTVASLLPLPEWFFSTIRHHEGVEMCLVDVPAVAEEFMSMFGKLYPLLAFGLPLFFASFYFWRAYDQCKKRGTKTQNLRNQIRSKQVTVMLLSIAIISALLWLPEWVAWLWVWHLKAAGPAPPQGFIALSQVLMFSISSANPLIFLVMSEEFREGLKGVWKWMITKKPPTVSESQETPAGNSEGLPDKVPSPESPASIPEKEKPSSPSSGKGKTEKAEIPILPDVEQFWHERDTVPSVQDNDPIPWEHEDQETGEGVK
FBW7 act: FBW7 E3 ligase activators, primary screen, biochemical, AlphaScreen, human. AID 1259310, 2017. AlphaScreen FBW7–phospho-cyclin E peptide binding, activator screen. F-box/WD repeat-containing protein 7 (Homo sapiens), Q969H0. normalized activity (activation), % at 26.1 µM. 650,000 compounds, 0.13% hits; in the data active means normalized activity above about 1.9%;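 further: purified mutant Fbw7 with reduced substrate affinity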
Target sequence (Q969H0 whole entry, looked up): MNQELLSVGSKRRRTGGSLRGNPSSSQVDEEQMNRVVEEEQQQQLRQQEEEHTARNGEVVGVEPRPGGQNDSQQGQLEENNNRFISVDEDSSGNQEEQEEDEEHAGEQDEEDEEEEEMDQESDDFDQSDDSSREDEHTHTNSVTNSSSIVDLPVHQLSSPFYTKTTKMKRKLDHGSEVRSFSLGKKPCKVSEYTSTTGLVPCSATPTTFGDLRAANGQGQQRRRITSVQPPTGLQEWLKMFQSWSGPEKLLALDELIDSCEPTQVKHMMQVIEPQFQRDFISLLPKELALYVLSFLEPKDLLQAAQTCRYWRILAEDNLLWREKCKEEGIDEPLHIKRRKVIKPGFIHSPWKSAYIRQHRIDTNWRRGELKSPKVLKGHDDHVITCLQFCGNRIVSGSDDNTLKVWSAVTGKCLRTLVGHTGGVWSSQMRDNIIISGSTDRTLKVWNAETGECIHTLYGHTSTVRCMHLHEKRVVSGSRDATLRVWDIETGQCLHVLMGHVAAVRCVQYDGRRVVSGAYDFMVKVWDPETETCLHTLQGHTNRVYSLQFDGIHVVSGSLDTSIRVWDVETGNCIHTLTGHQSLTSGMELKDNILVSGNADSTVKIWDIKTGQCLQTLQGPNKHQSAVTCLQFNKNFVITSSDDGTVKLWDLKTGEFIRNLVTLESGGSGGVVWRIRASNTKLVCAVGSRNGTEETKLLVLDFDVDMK
Starred values were filed as active, the others as inactive.

`COc1ccc(CCNC(=O)CSc2nc3ccsc3c(=O)n2-c2ccc(Cl)c(C)c2)cc1OC` gave TEAD-YAP inh 16.5, MITF primary 3.8, GPR151 activ 2.4 and FBW7 act 0.1.
For O=C(Nc1cc(C(F)(F)F)ccc1Cl)c1cc(S(=O)(=O)N2CCC3(CC2)OCCO3)ccc1F the results were TEAD-YAP inh -7.1, MITF primary 2.0, GPR151 activ -1.4 and FBW7 act -0.3.
O=C(/C=C/c1ccc([N+](=O)[O-])s1)N1CCCC1 was read as TEAD-YAP inh 9.2, MITF primary 10.6, GPR151 activ -1.1 and FBW7 act 0.0.
`C1=CCC(CN2CCN(C3CCCCC3)CC2)CC1` (centres undefined) gave TEAD-YAP inh -1.0, MITF primary 51.4*, GPR151 activ -0.2 and FBW7 act 0.1.
Screening Cc1c(Cl)cccc1NC(=O)N[C@H]1C[C@H]2C(=O)N[C@@H](CCCCN)C(=O)N2C1 returned TEAD-YAP inh 7.3, MITF primary 7.9, GPR151 activ -0.7 and FBW7 act 0.0.
`O=[N+]([O-])c1c(N(CCO)CCO)cc(Cl)c2nonc12` gave TEAD-YAP inh 5.9, MITF primary -16.1, GPR151 activ -1.4 and FBW7 act 0.0.
Screening CC1CCCC(C)N1CC(O)COc1ccc(N)cc1 (centres undefined) returned TEAD-YAP inh 6.9, MITF primary -2.3, GPR151 activ 4.9* and FBW7 act 0.1.
`O=C(COc1ccc(F)cc1)Nc1ccc(N2CCCS2(=O)=O)cc1` gave TEAD-YAP inh -13.2, MITF primary -9.3, GPR151 activ -0.2 and FBW7 act -0.1.
Screening COc1ccc(N2CCC(CNS(=O)(=O)c3cccc(Cl)c3)C2)cc1 (centres undefined) returned TEAD-YAP inh -5.5, MITF primary 21.2, GPR151 activ 4.3 and FBW7 act -0.3.
For CCOC(=O)c1[nH]c(C)c(C(=O)NCCCOC(C)C)c1C the results were TEAD-YAP inh 6.4, MITF primary -6.7, GPR151 activ 0.3 and FBW7 act 0.0.
`C=CCNc1nc2ccccc2n2c(C)ncc12` gave TEAD-YAP inh -5.8, MITF primary -0.6, GPR151 activ -1.6 and FBW7 act -0.3.
For CC(C)N(C)CCOC(=O)/C=C/c1ccco1 the results were TEAD-YAP inh -2.1, MITF primary 59.0*, GPR151 activ -0.5 and FBW7 act -0.9.
`COc1cc2c(cc1OC)CN(C(=S)NC(=O)c1ccccc1)CC2` gave TEAD-YAP inh -0.8, MITF primary -3.8, GPR151 activ 0.1 and FBW7 act -0.1.
Screening CC1=NN(C(C#N)c2ccccc2)C(C)(C)C1 (centres undefined) returned TEAD-YAP inh -7.3, MITF primary 1.5, GPR151 activ 0.6 and FBW7 act 0.7.
COc1cc(CN2CCN(Cc3ccc(F)c(F)c3)C(CCO)C2)ccc1O (centres undefined) was read as TEAD-YAP inh 1.5, MITF primary -8.6, GPR151 activ 0.6 and FBW7 act 0.1.
CC(C)(O)C#Cc1ccc(CN2CCN(C3CCCCC3)C(CCO)C2)cc1 (centres undefined) was read as TEAD-YAP inh 2.2, MITF primary 0.9, GPR151 activ -0.8 and FBW7 act -0.1.
For COc1ccc(OC)c(NC(=S)NCc2ccc3c(c2)OCO3)c1 the results were TEAD-YAP inh 1.7, MITF primary 3.6, GPR151 activ -0.5 and FBW7 act 0.0.
COc1ccc(N(C(C)C(=O)NCc2ccc(Cl)cc2)S(C)(=O)=O)cc1 (centres undefined) was read as TEAD-YAP inh 8.0, MITF primary 3.0, GPR151 activ 1.0 and FBW7 act -0.3.
CC(=O)Cn1c(=O)n(C)c(=O)n(C)c1=O was read as TEAD-YAP inh -3.1, MITF primary -8.6, GPR151 activ -0.8 and FBW7 act 0.0.
For CCOC(=O)c1oc2cc(OCC(N)=O)ccc2c(=O)c1-c1ccc(OC)c(OC)c1 the results were TEAD-YAP inh 7.1, MITF primary 13.3, GPR151 activ 0.9 and FBW7 act 0.7.
COc1ccc(/C(C)=N/NC(=O)C2c3ccccc3-c3ccccc32)cc1[N+](=O)[O-] was read as TEAD-YAP inh 12.6, MITF primary 12.7, GPR151 activ 0.0 and FBW7 act 0.0.
`O=C(CSc1nnc2[nH]c(=O)ccn12)Nc1ccccc1F` gave TEAD-YAP inh -0.9, MITF primary 14.5, GPR151 activ -3.9 and FBW7 act 0.2.
`Cc1ccc(/C=N/NC(=O)C2COc3ccccc3O2)cc1` (centres undefined) gave TEAD-YAP inh 51.2*, MITF primary 18.5, GPR151 activ -0.1 and FBW7 act 0.0.
Screening COc1ccc2nc(NC(=O)CN3CCC(NC(=O)c4ccccc4F)CC3)sc2c1 returned TEAD-YAP inh 11.6, MITF primary 14.7, GPR151 activ 0.9 and FBW7 act 0.0.
For C=C(C)CSC1=C(C#N)C(c2ccc3c(c2)OCO3)CC(=O)N1 (centres undefined) the results were TEAD-YAP inh -2.4, MITF primary 11.8, GPR151 activ 0.5 and FBW7 act 0.0.
Screening O=C1NC2(CCN(C(=O)Cc3ccc(F)cc3)CC2)Nc2ccccc21 returned TEAD-YAP inh -8.2, MITF primary -3.2, GPR151 activ 2.2 and FBW7 act -0.1.
COc1cc(/C=C2/C(=N)N3OC(C)=CC3=NC2=O)ccc1OCc1ccc([N+](=O)[O-])cc1 was read as TEAD-YAP inh -35.2, MITF primary 11.0, GPR151 activ -1.1 and FBW7 act 0.1.
Screening COc1ccc(CNC(=O)CCc2c(C)nc3cc(-c4ccccc4OC)nn3c2C)cc1 returned TEAD-YAP inh -1.2, MITF primary -13.0, GPR151 activ 0.4 and FBW7 act -0.2.
Cc1nnc(-c2ccccc2)n1-c1ccc([N+](=O)[O-])cc1 was read as TEAD-YAP inh -16.8, MITF primary 17.4, GPR151 activ 0.8 and FBW7 act 0.7.
Screening N#CC(C#N)=C1Nc2ccccc2N=C1[n+]1ccc(NC(=O)c2ccc(F)cc2)cc1 returned TEAD-YAP inh 5.9, MITF primary 6.5, GPR151 activ 4.4 and FBW7 act -0.3.
For O=C(CSc1nc(=O)n2ccccc2n1)N1CCCc2ccccc21 the results were TEAD-YAP inh -8.8, MITF primary 1.2, GPR151 activ 3.0 and FBW7 act 0.0.
For Cc1cccc(C)c1N=C1S/C(=C\c2ccc([N+](=O)[O-])cc2)C(=O)N1c1ccccc1 the results were TEAD-YAP inh -1.5, MITF primary 6.0, GPR151 activ -1.0 and FBW7 act -0.3.
Screening O=C(O)CN(Cc1ccccc1Cl)S(=O)(=O)c1ccc(F)cc1 returned TEAD-YAP inh -1.8, MITF primary 0.6, GPR151 activ -1.2 and FBW7 act -0.1.
For Cc1cccc(Cn2c(SC(C)C)nc3c2c(=O)n(C)c(=O)n3C)c1 the results were TEAD-YAP inh -5.4, MITF primary 1.9, GPR151 activ 0.6 and FBW7 act -0.2.
`Cc1ccc(-c2nnc(Nc3ccc(OCC(N)=O)cc3)c3ccccc23)cc1S(N)(=O)=O` gave TEAD-YAP inh -11.9, MITF primary -3.7, GPR151 activ 1.4 and FBW7 act -0.1.
CC(=O)N1CCc2cc(S(=O)(=O)NCCC(=O)NCCc3ccc(Cl)cc3)ccc21 was read as TEAD-YAP inh 27.6, MITF primary -7.5, GPR151 activ 6.5* and FBW7 act -0.2.

9 compounds already listed, sorted by SMILES length, descending:
`COc1ccc(CCNC(=O)CSc2nc3ccsc3c(=O)n2-c2ccc(Cl)c(C)c2)cc1OC` gave TEAD-YAP inh 16.5, MITF primary 3.8, GPR151 activ 2.4 and FBW7 act 0.1.
Screening N#CC(C#N)=C1Nc2ccccc2N=C1[n+]1ccc(NC(=O)c2ccc(F)cc2)cc1 returned TEAD-YAP inh 5.9, MITF primary 6.5, GPR151 activ 4.4 and FBW7 act -0.3.
CC(=O)N1CCc2cc(S(=O)(=O)NCCC(=O)NCCc3ccc(Cl)cc3)ccc21 was read as TEAD-YAP inh 27.6, MITF primary -7.5, GPR151 activ 6.5* and FBW7 act -0.2.
Screening COc1ccc2nc(NC(=O)CN3CCC(NC(=O)c4ccccc4F)CC3)sc2c1 returned TEAD-YAP inh 11.6, MITF primary 14.7, GPR151 activ 0.9 and FBW7 act 0.0.
Screening O=C1NC2(CCN(C(=O)Cc3ccc(F)cc3)CC2)Nc2ccccc21 returned TEAD-YAP inh -8.2, MITF primary -3.2, GPR151 activ 2.2 and FBW7 act -0.1.
Cc1nnc(-c2ccccc2)n1-c1ccc([N+](=O)[O-])cc1 was read as TEAD-YAP inh -16.8, MITF primary 17.4, GPR151 activ 0.8 and FBW7 act 0.7.
For COc1ccc(OC)c(NC(=S)NCc2ccc3c(c2)OCO3)c1 the results were TEAD-YAP inh 1.7, MITF primary 3.6, GPR151 activ -0.5 and FBW7 act 0.0.
Screening CC1=NN(C(C#N)c2ccccc2)C(C)(C)C1 (centres undefined) returned TEAD-YAP inh -7.3, MITF primary 1.5, GPR151 activ 0.6 and FBW7 act 0.7.
`C=CCNc1nc2ccccc2n2c(C)ncc12` gave TEAD-YAP inh -5.8, MITF primary -0.6, GPR151 activ -1.6 and FBW7 act -0.3.

(continued)
Cc1ccc(C(O)CNC(=O)c2ccsc2)o1 (centres undefined) was read as TEAD-YAP inh -2.4, MITF primary 17.1, GPR151 activ -1.2 and FBW7 act 0.2.
Screening COc1cc(C2NC(=O)NC(C)=C2C(=O)OC2CCCCCC2)cc(OC)c1OC (centres undefined) returned TEAD-YAP inh 3.4, MITF primary -2.8, GPR151 activ -0.5 and FBW7 act -0.2.
For COC(=O)C1=C(C)N(c2ccc(Cl)cc2)/C(=C\c2ccc(OCC(=O)Nc3ccccc3OC)cc2)C1=O the results were TEAD-YAP inh -4.4, MITF primary -6.1, GPR151 activ -0.3 and FBW7 act -0.1.
For O=c1c2ccc(Cl)cc2[nH]c(=S)n1Cc1ccc2c(c1)OCO2 the results were TEAD-YAP inh -10.7, MITF primary -5.6, GPR151 activ 0.6 and FBW7 act 0.1.
`COc1ccc2nc(C)cc(N(c3ccc(Br)cc3)S(=O)(=O)c3ccc([N+](=O)[O-])cc3)c2c1` gave TEAD-YAP inh 5.5, MITF primary -3.7, GPR151 activ -1.2 and FBW7 act -0.1.
Cc1cc2c(cc1C)CSC(c1c(O)ccc3cc([N+](=O)[O-])ccc13)SC2 was read as TEAD-YAP inh -9.8, MITF primary 5.0, GPR151 activ -0.6 and FBW7 act 0.0.
For Cn1c2c(c(=O)n(C)c1=O)C(NC(=O)c1ccccc1F)(C(F)(F)F)C(=O)N2 (centres undefined) the results were TEAD-YAP inh 5.8, MITF primary 14.3, GPR151 activ 0.8 and FBW7 act 0.1.
`COc1cc(OC)cc(C2C(C#N)=C(N)Oc3c2c(C)nn3-c2ccccc2)c1` (centres undefined) gave TEAD-YAP inh -0.9, MITF primary -7.4, GPR151 activ 0.4 and FBW7 act -0.5.
For N#C/C(=C\c1cccc([N+](=O)[O-])c1)c1nc(-c2ccc(Cl)cc2)cs1 the results were TEAD-YAP inh -1.6, MITF primary 18.9, GPR151 activ -0.1 and FBW7 act 0.6.
CCOC(=O)c1sc(=S)n(-c2ccc(Br)cc2)c1N was read as TEAD-YAP inh 9.7, MITF primary -4.2, GPR151 activ -1.3 and FBW7 act 0.5.
For COCCNC(=O)CSc1nc2sc3c(c2c(=O)n1-c1ccccc1)CCCC3 the results were TEAD-YAP inh -33.4, MITF primary 1.4, GPR151 activ 1.0 and FBW7 act 0.0.
`CCCNc1nc(OC)nc(-c2ccccc2)n1` gave TEAD-YAP inh -4.9, MITF primary -8.3, GPR151 activ 2.7 and FBW7 act 0.3.
CCOc1ccc(-n2c(=O)c3sccc3n(CC(=O)N(CC)CC)c2=O)cc1 was read as TEAD-YAP inh 1.8, MITF primary 0.7, GPR151 activ -0.5 and FBW7 act -0.1.
Screening CC(C)(C)c1ccc(-c2nc3cc(NC(=O)Cc4ccccc4)ccc3o2)cc1 returned TEAD-YAP inh 11.9, MITF primary 5.7, GPR151 activ -0.8 and FBW7 act 0.0.
`O=[N+]([O-])c1ccc(N2CCC(c3ccccc3)CC2)c([N+](=O)[O-])c1` gave TEAD-YAP inh -1.6, MITF primary 16.9, GPR151 activ 2.5 and FBW7 act 0.0.
For CC(=O)Nc1nonc1NC(=O)CSc1nc2ccccc2o1 the results were TEAD-YAP inh -4.9, MITF primary -2.9, GPR151 activ -1.5 and FBW7 act -0.2.
Screening O=C(CN(C(=O)CNC(=O)c1ccco1)c1ccccc1F)NC1CCCC1 returned TEAD-YAP inh 5.2, MITF primary 14.0, GPR151 activ -1.4 and FBW7 act 0.1.
CC1(C)Cc2c(sc(NC(=O)CN3C(=O)C4CC=C(Cl)CC4C3=O)c2C#N)CO1 (centres undefined) was read as TEAD-YAP inh 8.6, MITF primary 2.9, GPR151 activ 0.5 and FBW7 act 0.0.
`COc1cc(Cl)c(S(=O)(=O)NCCN2CCOCC2)cc1Cl` gave TEAD-YAP inh 7.8, MITF primary 16.9, GPR151 activ 1.0 and FBW7 act 0.5.
Screening Cc1ccc(OC(=O)c2cccnc2C(F)(F)F)c([N+](=O)[O-])n1 returned TEAD-YAP inh -7.1, MITF primary 8.2, GPR151 activ 0.6 and FBW7 act 0.6.
O=C(Nc1ccc(Br)cc1C(=O)O)c1ccco1 was read as TEAD-YAP inh 7.4, MITF primary 10.0, GPR151 activ -4.6 and FBW7 act 0.1.
For COc1ccc2cc(CN(Cc3cccs3)C(=O)c3ccncc3)c(=O)[nH]c2c1 the results were TEAD-YAP inh 7.8, MITF primary -3.6, GPR151 activ -0.6 and FBW7 act 0.2.

High-throughput results deposited in PubChem BioAssay by The Scripps Research Institute Molecular Screening Center.
